Screens deposited in PubChem BioAssay by several laboratories.
T cell HTS: T cell immune modulation candidate | 2C CD8+ T cell-vesicle binding, flow cytometry; hits give low values | calls only at 7 µM | hit rate 0.068% among 330,000 | AID 2052;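 active means response, share of CD8 T cells binding vesicles, and their 90th percentile fluorescence all below set limits, cut at about 80% in these data, passing the limit was not always enough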
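incubation = binding step 1.5 h, 37 °C, antibody labelling 20 min, ice | test system = 2C mouse CD8+ T cells | read-out basis = percent CD8+ FL2 mean versus row control | controls = Peptide-free naked vesicles (low) and QL9 vesicles with 0.7% DMSO vehicle (high) | detection = flow cytometry of vesicle-bound cells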
PhoP inhibition: inhibitors of PhoP regulon expression, primary screen, Salmonella Typhimurium, GFP reporter (AID 1863) | S. Typhimurium PhoP-regulated promoter GFP reporter, 4 h; higher % means a stronger effect | one-dose inhibition, % at 50 µM; IC50 in µM for titrated hits | hit rate 0.16% among 300,000;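 active means inhibition over 29.93%, a cutoff 3 SD above the screen mean, later confirmed by dose response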;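 further: 0% = low Mg2+ inducing control and 100% = high Mg2+ repressing control; strong numbers were not always called active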
Lipid droplet: modulators of hepatic lipid droplet formation | AID 1656 | inhibition, % at 6.5 µM | AML12 mouse hepatocytes, oleate lipid droplets, BODIPY imaging | hit rate 0.4% among 240,000;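 active means lipid droplet intensity inhibited by at least 50%, with more than 500 cells counted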
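Technique: fluorescence imaging, 20x objective, two fields per well / Assay system: AML12 hepatocytes (mouse) / Measure: % inhibition of lipid droplet signal / Doses: 6.5 µM single-point dosing / Incubation: overnight exposure / Reagent: 100 µM oleic acid challenge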
Lipid droplet cells 6.5 µM: second read-out of Lipid droplet, no call of its own (marks repeat the call); cell count; measured here: cell count, cytotoxicity flag;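 cells counted across two imaged fields per well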
T cell HTS vesicle-bound %: further read-out of T cell HTS, marked with its call; double positive events, %; measured here: CD8+ vesicle-bound cell fraction;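 binding gate set so that unloaded-vesicle control wells show 10% double positive cells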
* hit, by the source's call; i = inactive. Not all compounds are listed; the hit share may differ from the screen's.

SMILES	T cell HTS	T cell HTS vesicle-bound %	PhoP inhibition	Lipid droplet	Lipid droplet cells 6.5 µM
COc1cc2[nH]c(C(=O)NCC3CCCO3)cc2c(OC)c1OC (stereo not drawn)	i	36	18%	-15	826
Cc1ccc(S(=O)(=O)NCc2ccc(C(=O)N3CCN(c4ccc([N+](=O)[O-])cc4)CC3)cc2)cc1	i	27	-1%	-1	604
O=C(CCS(=O)(=O)c1ccc(Br)cc1)N1CCCCCC1	i	10	-6%	-12	698
Nc1c(S(=O)(=O)O)cc(NC(=O)c2ccccc2)c2c1C(=O)c1ccccc1C2=O	i	10	14%	4	694
Cn1c(=O)c2c(SCC(=O)Nc3cccc(F)c3)nc(-c3ccco3)nc2n(C)c1=O	i	38	3%	-16	781
CCn1c(=O)c2cc(C(=O)NCCN(C)C)sc2c2ccccc21	i	63	3%	-42	344
CC1CN2C(c3ccc(Cl)cc3)=CSC2=N1 (stereo not drawn)	i	44	-5%	10	883
Cc1cc[n+](-c2[nH]c(=O)sc2/C=N/N=C(\[O-])c2ccncc2)cc1	i	55	-8%	14	667
COc1cc(NC(=O)c2cc([N+](=O)[O-])ccc2NC(=O)CN2CCN(c3ccccn3)CC2)cc(OC)c1	i	22	1%	-12	631
Cc1ccc(Sc2ncccc2C(=O)N(C)Cc2cccs2)c(C)c1	i	28	-4%	-6	886
COc1cccc2cc(C(=O)N3CC(C)OC(C)C3)c(=O)oc12 (stereo not drawn)	i	27	-2%	-2	805
COc1ccc(-c2nn(-c3ccccc3)cc2C(=O)Nc2cccc(C(=O)O)c2)cc1[N+](=O)[O-]	i	70	-4%	-4	800
CS(=O)(=O)N(CC(=O)N1CCCCCC1)c1cccc(F)c1	i	49	-5%	7	783
COc1ccc(CCNC(=O)C2CCCN2C(=O)Nc2ccccc2)cc1OC (stereo not drawn)	i	54	7%	-11	800
Cc1c(C(=O)N2CCCC2)c(S(=O)(=O)NCC(C)c2ccccc2)c(C)n1C (stereo not drawn)	i	3	2%	-43	658
COC(=O)c1ccccc1S(=O)(=O)NNC(=O)c1ccccc1-n1cccc1	i	19	-13%	-1	841
COc1cccc(C2C(C(=O)c3ccc(C)o3)=C(O)C(=O)N2c2cc(C)on2)c1 (stereo not drawn)	i	15	1%	-2	676
CC(CCN1CCOCC1)c1ccccc1 (stereo not drawn)	i	57	-3%	10	839
C/C(=N\NC(=O)Cc1ccccc1Cl)c1cccnc1	i	21	0%	-12	684
COc1cc(CN2CCc3c([nH]c4ccccc34)C2)cc(OC)c1	i	52	1%	-1	778

Molecules shown so far that contain fluorine:
SMILES	T cell HTS	T cell HTS vesicle-bound %	PhoP inhibition	Lipid droplet	Lipid droplet cells 6.5 µM
Cn1c(=O)c2c(SCC(=O)Nc3cccc(F)c3)nc(-c3ccco3)nc2n(C)c1=O	i	38	3%	-16	781
CS(=O)(=O)N(CC(=O)N1CCCCCC1)c1cccc(F)c1	i	49	-5%	7	783

Further structures follow.
SMILES	T cell HTS	T cell HTS vesicle-bound %	PhoP inhibition	Lipid droplet	Lipid droplet cells 6.5 µM
CC1CC(c2ccccc2)=Nc2ccccc2N1 (stereo not drawn)	i	57	-5%	0	777
O=C1N=c2ccc(Br)cc2=C1c1sc(=O)[nH]c1O	i	14	-2%	-1	438
COc1cccc(C2C(C(=O)c3cc4ccccc4o3)=C(O)C(=O)N2c2cc(C)on2)c1 (stereo not drawn)	i	22	-13%	-5	739
O=C(Cn1c(=O)[nH]c2ccccc2c1=O)Nc1cccnc1	i	29	7%	-10	764
CCCNC(=O)C1CCC(CNS(=O)(=O)c2cccc3nsnc23)CC1 (stereo not drawn)	i	10	-4%	-11	731
CCc1ccccc1NC(=O)COC(=O)c1cccs1	i	50	-4%	10	704
Cc1ccc(Cn2nnc3c(=O)[nH]c(C4CCCN(S(=O)(=O)c5ccccc5F)C4)nc32)cc1 (stereo not drawn)	i	32	3%	-10	764
Cn1c(CC(=O)Nc2ccccc2Cl)nnc1SCC(=O)NC1=NCCS1	i	16	1%	-4	700
O=C(CSc1nnc(NC(=O)c2ccc(F)cc2F)s1)NC1CCCC1	i	36	-5%	-2	745
COCCNC(=O)CN1C(=O)c2cccc3cccc1c23	i	59	-4%	3	812
Cc1cccc(NC(=O)Cn2c(=O)n(CC3CCCO3)c(=O)c3ccccc32)c1 (stereo not drawn)	i	25	-2%	-3	834
COc1cc(C(C(=O)NCC2CCCO2)N(C(=O)Cn2nnc3ccccc32)c2ccc(C(C)=O)cc2)ccc1O (stereo not drawn)	i	26	2%	-2	824
CC(=O)OC(C)(C)C1Cc2cc3ccc(=O)oc3cc2O1 (stereo not drawn)	i	31	9%	-2	823
COc1ccccc1N1CC(C(=O)OCC(=O)Nc2c(C)cccc2C)CC1=O (stereo not drawn)	i	41	-1%	25	706
O=C(Nc1nc(-c2ccc(F)c(F)c2)cs1)Nc1ccc(F)cc1F	i	26	0%	-3	831
CNC(=O)C(=O)NCC1OCCCN1S(=O)(=O)c1ccc(F)cc1C (stereo not drawn)	i	6	-5%	-11	657
CC(C)CC(=O)N1CCN(Cc2ccc(Br)cc2)CC1	i	58	-3%	-11	809
Cc1ccc(C)c(N2CCN(S(=O)(=O)c3ccc(-c4cc(C)no4)s3)CC2)c1	i	14	-5%	3	728
CC(=O)Nc1ccc(S(=O)(=O)N2CCC(N3CCCC3)CC2)cc1	i	67	7%	-1	722
CCCNc1c(NC(=O)C2CCC(C)CC2)c(=O)oc2ccccc12 (stereo not drawn)	i	40	-5%	-9	712

2 entries drawn at random from those above, as already listed:
SMILES	T cell HTS	T cell HTS vesicle-bound %	PhoP inhibition	Lipid droplet	Lipid droplet cells 6.5 µM
COc1cc(C(C(=O)NCC2CCCO2)N(C(=O)Cn2nnc3ccccc32)c2ccc(C(C)=O)cc2)ccc1O (stereo not drawn)	i	26	2%	-2	824
CCCNc1c(NC(=O)C2CCC(C)CC2)c(=O)oc2ccccc12 (stereo not drawn)	i	40	-5%	-9	712

Structures from the list above that contain a furan ring, fused or not, in the order listed:
SMILES	T cell HTS	T cell HTS vesicle-bound %	PhoP inhibition	Lipid droplet	Lipid droplet cells 6.5 µM
Cn1c(=O)c2c(SCC(=O)Nc3cccc(F)c3)nc(-c3ccco3)nc2n(C)c1=O	i	38	3%	-16	781
COc1cccc(C2C(C(=O)c3ccc(C)o3)=C(O)C(=O)N2c2cc(C)on2)c1 (stereo not drawn)	i	15	1%	-2	676
COc1cccc(C2C(C(=O)c3cc4ccccc4o3)=C(O)C(=O)N2c2cc(C)on2)c1 (stereo not drawn)	i	22	-13%	-5	739

Later entries:
SMILES	T cell HTS	T cell HTS vesicle-bound %	PhoP inhibition	Lipid droplet	Lipid droplet cells 6.5 µM
O=C(NCC1CCCN(Cc2ccc3c(c2)OCCO3)C1)c1ccc2c(c1)OCO2 (stereo not drawn)	i	61	-6%	-2	752
COc1cc(C(c2c(C)n(C)n(-c3ccccc3)c2=O)c2c(C)n(C)n(-c3ccccc3)c2=O)cc(Br)c1O	i	27	-2%	-14	812
NC(=O)C1CCN(C(=O)/C(=C/c2ccccc2)NC(=O)c2ccccc2)CC1	i	53	-1%	-12	786
CC1CCCCN1C(=O)COC(=O)C1CCN(S(=O)(=O)c2c(Cl)cccc2Cl)CC1 (stereo not drawn)	i	25	2%	-4	667
Cc1ccc([N+](=O)[O-])cc1NC(=O)c1cccnc1	i	61	4%	-2	769
O=C(C1CCC(=O)N(C2CCCC2)C1)N1CCC(Oc2cccc(F)c2)CC1 (stereo not drawn)	i	21	2%	14	704
O=C(Nc1ccccc1)C1CCN(C(=O)c2ccc(Br)cc2)CC1	i	8	0%	17	843
O=C(N/N=C/c1ccc(F)cc1)c1cccc(NC(=O)c2ccccc2Cl)c1	i	31	2%	2	751
O=C(c1cccc(Cl)c1)N1CCCc2ccccc21	i	12	0%	0	831
CCOC(=O)CCc1c(C)c2ccc3c(c2oc1=O)CN(CCCO)CO3	i	4	26%	-7	838
CCc1nnc(NS(=O)(=O)c2ccc(NC(=O)c3ccc(S(=O)(=O)N(CC)CC)cc3)cc2)s1	i	25	-5%	7	836
COc1ccc(-c2ocnc2C(=O)Nc2ccc3c(c2)CCC3)cc1	i	44	-6%	19	820
Cc1ccc2nc(-c3ccccn3)[nH]c2c1	i	63	7%	5	787
Cc1nc(-c2cccc(NC(=O)C(C)Oc3ccccc3)c2)cs1 (stereo not drawn)	i	49	3%	-34	694
COc1ccccc1N(CC(=O)N1CCN(c2ccc(F)cc2)CC1)S(=O)(=O)c1ccc(C)cc1	i	33	1%	-7	857
O=C(NCc1cccnc1)Nc1cccc(Cl)c1Cl	i	9	0%	-15	771
O=C(c1ccc2nc(Cc3cccc(Cl)c3)oc2c1)N1CCC(CO)CC1	i	62	7%	-50	728
CN1CCN(c2ccccc2NC(=O)c2ccc3c(c2)OCCO3)CC1	i	19	13%	-9	708
COc1cc(OC)cc(-c2nnc(NC(=O)Cc3ccc(F)cc3)o2)c1	i	20	-7%	-10	635
Cc1nc2ccccn2c1C(=O)NNC(=O)Nc1cccc(C(F)(F)F)c1	i	2	-6%	7	813

Some of the entries above, set out differently.
Cc1ccc2nc(-c3ccccn3)[nH]c2c1
  T cell HTS: i | T cell HTS vesicle-bound %: 63 | PhoP inhibition: 7% | Lipid droplet: 5 | Lipid droplet cells 6.5 µM: 787

CCn1c(=O)c2cc(C(=O)NCCN(C)C)sc2c2ccccc21
  T cell HTS: i | T cell HTS vesicle-bound %: 63 | PhoP inhibition: 3% | Lipid droplet: -42 | Lipid droplet cells 6.5 µM: 344

(list continues)
SMILES	T cell HTS	T cell HTS vesicle-bound %	PhoP inhibition	Lipid droplet	Lipid droplet cells 6.5 µM
C/C(=C\c1ccccc1)CN1CCN(C(C)C)C(CCO)C1 (stereo not drawn)	i	67	2%	2	810
COc1ccc(NS(=O)(=O)c2cc(NC(=O)c3ccc(=O)[nH]c3)ccc2N2CCCC2)cc1	i	40	13%	-2	725
C=C(c1ccccc1C)[n+]1ccccc1	i	55	-9%	-3	822
CCOc1ccc(CCNC(=O)c2ccc(CS(=O)Cc3ccc(Cl)cc3)o2)cc1 (stereo not drawn)	i	8	0%	-6	735
Cc1cc(C)c(S(=O)(=O)NCc2cccnc2)cc1C	i	57	-3%	-2	821
CCOc1ccccc1NC(=O)CN1C(=O)COc2ccc(S(=O)(=O)N3CCOCC3)cc21	i	2	-2%	-16	662
O=C(NCc1ccccc1)C(c1cccnc1)N(C(=O)c1csnn1)c1ccccc1 (stereo not drawn)	i	42	-5%	-3	712
COc1ccc(NC2CCCN(C(=O)CCc3ccncc3)C2)cc1OC (stereo not drawn)	i	56	9%	12	780
Cc1ccc(C(=O)NC(=S)N(C)C2CCCCC2)cc1Br	i	23	-3%	24	821
C=CCC(=O)N1CCC(n2nccc2NC(=O)CCOc2ccccc2)CC1	i	13	1%	61*	695*
O=C(Nc1ccc(S(=O)(=O)Nc2ncccn2)cc1)c1ccccc1Cl	i	57	-7%	-5	795
COc1ccc(NC(=S)N2CCc3ccccc32)cc1OC	i	28	-2%	8	805
O=C(c1cccs1)N(Cc1cc2ccccc2[nH]c1=O)CC1CCCO1 (stereo not drawn)	i	22	-3%	1	850
CCOc1ccc(Nc2cc(C)c3ccccc3n2)cc1	i	53	11%	-1	826
CCOCCCNC(=O)c1ccc2nc(-c3ccc(OC)c(OC)c3)c(-c3ccc(OC)c(OC)c3)nc2c1	i	8	1%	12	766
CSc1ccccc1NC(=O)Cn1c([N+](=O)[O-])cnc1C	i	42	3%	2	796
CCOC(=O)Cn1cc(C(=O)C(=O)N2CCOCC2)c2ccccc21	i	52	4%	-2	728
CC(C)[C@H](NC(=O)[C@@H]1CSC2c3ccccc3C(=O)N21)C(=O)NCc1ccncc1 (stereo partly drawn)	i	15	-3%	-6	715
Cc1c(C(=O)Nc2ccc(S(=O)(=O)Nc3ncccn3)cc2)oc2ccc(F)cc12	i	72	0%	-1	872
COC(=O)c1sc(NC(=O)c2c(C)noc2C)nc1C	i	58	-2%	-2	589
COc1ccc(/C=C2/C(=O)N(c3ccccc3)N=C2C)cc1OC	i	47	-2%	-7	776
COc1ccc2nc(NC(=O)c3ccccc3[N+](=O)[O-])sc2c1	i	58	11%	9	870
CCN(Cc1cnn(C)c1)C(=O)c1cc(COc2ccc3c(c2)CCCC3)on1	i	65	-4%	-5	686
CCCOc1ccc(C2C(C(=O)c3ccc(C)o3)=C(O)C(=O)N2Cc2ccco2)cc1OCC (stereo not drawn)	i	21	0%	0	821
CC1=C(C(=O)OCc2ccccc2)C(c2cccc([N+](=O)[O-])c2)NC(=O)N1C (stereo not drawn)	i	37	6%	-5	814
C=CCn1c(C)nnc1SCC(=O)Nc1nc(C)c(C(=O)N(C)C)s1	i	59	-4%	23	787
CCCCN(CC)CCNC(=O)c1cc2c(=O)n(CC)c3ccccc3c2s1	i	33	-9%	-1	811
Cc1ccc(CNC(=O)Cn2nnc(C(=O)Nc3ccc(Br)cc3)c2N)cc1	i	12	-7%	-12	763
O=[N+]([O-])c1cccc(C2CC(c3ccccc3)=NN2c2ccccc2)c1 (stereo not drawn)	i	46	0%	5	828
CCOc1ccc(-n2c(SCC(=O)NC)nnc2-c2ccco2)cc1	i	60	8%	3	780
